HTRA1 inhibitor: blocks human HTRA1 serine peptidase | recombinant HTRA1, FP-rhodamine activity-based probe, fluorescence polarization | inhibition, % at 5.96 µM | Q92743 | 340,000 tested, 0.5% active | AID 504803; in the data active = inhibition above about 36%;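 also: 0% = enzyme with DMSO and 100% = wells lacking enzyme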
LEDGF integ inh: blocks HIV-1 LEDGF/p75-dependent DNA integration. TR-FRET IN-LEDGF/p75 DNA integration, Eu/Cy5. inhibition, % at 3.7 µM. 370,000 tested, 0.64% active. AID 743269;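 active = inhibition above the screen-wide mean plus 3 SD, cut at about 13% in these data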;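 also: signal is the Cy5 over europium emission ratio at 671 and 618 nm; 0% = plate median of compound wells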
TCR CD3 inh: inhibitors of human TCR-CD3 interaction. TAMRA-labeled TCR probe fluorescence, biochemical. inhibition, % at 9.4 µM. 360,000 tested, 0.37% active. AID 651800; in the data active = inhibition above about 19%;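 also: recombinant mutant TCR 2C K166C tagged with TAMRA read by polarization; 0% = receptor in buffer alone and 100% = receptor with positive control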
NPR2 activator: GC-B (human) receptor activation; P20594; 370,000 tested, 0.11% active; activation, % at 10 µM; AID 1920062; HEK293-GC-B cells, CNP EC30, cGMP TR-FRET; 0% at EC30 CNP, 100% saturating CNP;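 active = activation at 10 µM reaching about 35% in either raw or pattern-adjusted values, limit read from the data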
PRMT1 inh: blocks human protein arginine methyltransferase 1. recombinant PRMT1, activity-based probe fluorescence polarization. Q99873. inhibition, % at 2.79 µM. AID 652257. 370,000 tested, 1.3% active;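 active = inhibition above about 21% made by adding two undisclosed values, limit read from the data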
MBD2 inh: inhibitors of human MBD2 binding to methylated oligonucleotide | Q9UBB5 | AID 686964 | inhibition, % at 4.4 µM | TR-FRET | 370,000 tested, 0.31% active; in the data active = inhibition above about 13%
Target sequence (Q9UBB5 whole entry, looked up): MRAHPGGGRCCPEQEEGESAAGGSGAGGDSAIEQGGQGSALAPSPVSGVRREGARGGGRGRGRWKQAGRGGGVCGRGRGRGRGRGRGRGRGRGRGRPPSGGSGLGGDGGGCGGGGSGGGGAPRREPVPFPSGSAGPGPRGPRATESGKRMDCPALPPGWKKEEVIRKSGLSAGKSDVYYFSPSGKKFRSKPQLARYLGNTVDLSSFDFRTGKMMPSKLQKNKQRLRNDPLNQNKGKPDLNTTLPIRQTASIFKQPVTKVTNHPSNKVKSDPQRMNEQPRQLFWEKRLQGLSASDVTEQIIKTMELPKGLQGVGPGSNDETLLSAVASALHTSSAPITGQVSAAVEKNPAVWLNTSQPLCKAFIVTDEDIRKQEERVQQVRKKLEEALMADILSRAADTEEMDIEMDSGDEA
TDP2 inh: blocks human TDP2 phosphodiesterase activity | recombinant TDP2, T5PNP hydrolysis, p-nitrophenol absorbance 415 nm | inhibition, % at 12.8 µM | 370,000 tested, 0.34% active;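 active = inhibition above the mean of all tested compounds plus 3 SD, set per campaign, cut at about 25% in these data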;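 also: 0% = DMSO with enzyme and 100% = buffer with substrate but no TDP2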
Target sequence (O95551 whole entry, looked up): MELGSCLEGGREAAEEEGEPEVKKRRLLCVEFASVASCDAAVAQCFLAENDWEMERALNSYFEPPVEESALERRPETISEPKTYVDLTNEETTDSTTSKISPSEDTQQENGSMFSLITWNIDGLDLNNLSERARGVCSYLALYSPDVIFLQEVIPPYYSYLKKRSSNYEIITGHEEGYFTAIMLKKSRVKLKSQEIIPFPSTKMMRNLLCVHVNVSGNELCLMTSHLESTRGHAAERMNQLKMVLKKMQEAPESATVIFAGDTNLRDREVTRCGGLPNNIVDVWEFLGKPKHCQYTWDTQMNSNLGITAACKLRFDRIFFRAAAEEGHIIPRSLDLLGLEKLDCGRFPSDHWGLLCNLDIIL
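System – recombinant human TDP2 · Quantity – TDP2 enzyme at 120 nM final · Doses – single concentration, 12.8 µM nominal, with 1% DMSO · Incubation – 2 h at 37 °C · Measured by – epi absorbance of p-nitrophenol freed from T5PNP by hydrolysis · Read-out – % inhibition relative to enzyme-containing and enzyme-free wells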
rCAG binder: r(CAG) repeat RNA binding; TO-PRO-1 dye displacement fluorescence; inhibition, % at 3 µM; 370,000 tested, 1.3% active; AID 651821;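 active = inhibition above the plate cutoff, the mean of all test compounds on that plate plus 3 SD, cut at about 35% in these data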;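 also: 0% = DMSO alone and 100% = 100 µM mitoxantrone as full dye displacement; higher means more dye released from RNA so lower well fluorescence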
ABHD4 inh: inhibitors of mouse ABHD4 | inhibition, % at 8.92 µM | purified mABHD4, FP-Rh probe fluorescence polarization | Q8VD66 | 370,000 tested, 0.54% active;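 active = inhibition exceeding the mean over every tested compound plus 3 SD, cut at about 30% in these data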;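 also: 0% = plate median of compound wells and 100% = S159A mutant with DMSO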
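Assay system: mouse ABHD4 enzyme, wild type / Also added: fluorescent activity-based probe FP-Rh / Doses: single nominal dose of 8.92 µM, 0.89% DMSO final / Timing: 45 min compound pre-incubation plus 60 min probe step, 25 °C / Signal: FP readout, ex 525 nm / em 598 nm / Control set: S159A mutant/DMSO as 100%, compound-well median as 0%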
SIAE inh: human SIAE inhibition, primary screen. Q9HAT2. 370,000 tested, 0.69% active. inhibition, % at 9.66 µM. SIAE FP-Rh probe binding, fluorescence polarization;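 active = inhibition above a cutoff: mean of compounds within the control limits plus 3 SD of those, cut at about 17% in these data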;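 also: 0% = plate median of compound wells and 100% = probe without SIAE protein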
Active calls of the source: *; · = no result given. These rows are one share of the data (hit frequency here may not be typical).

compound	HTRA1 inhibitor	LEDGF integ inh	TCR CD3 inh	NPR2 activator	PRMT1 inh	MBD2 inh	TDP2 inh	rCAG binder	ABHD4 inh	SIAE inh
COc1ccccc1NC(=O)CN1C(=O)COc2ccc(S(=O)(=O)N3CCOCC3)cc21	7.6	-6.7	-0.9	1.7	1.2	-0.4	-5.1	0.1	4.1	-5.0
O=C(Cc1ccc(Br)cc1)Nc1ccccc1Sc1ccccc1	-28.4	-4.8	-5.6	1.4	-1.3	0.3	1.3	-3.2	-16.7	7.3
CCN(C[C@H]1N[C@@](C)(C(=O)OC)[C@H]2C(=O)N(C)C(=O)[C@@H]12)S(=O)(=O)c1ccc(OC)cc1	3.9	0.6	9.5	2.8	-1.1	-4.9	-4.5	-0.2	9.6	1.4
Cn1c(SCC(=O)c2cc(Cl)c(Cl)s2)nnc1-c1ccco1	·	0.3	-1.4	0.2	3.0	-2.2	5.3	17.1	-0.7	-1.9
Cc1ccc(NC(=O)N(C)c2ccccc2)cc1	3.2	-0.8	-1.1	-1.1	0.1	3.6	1.0	-5.0	4.9	0.8
N/C(=N\OC(=O)c1ccc2c(c1)OCO2)c1cccc(Br)c1	-12.9	-6.2	2.6	-6.0	0.3	-2.7	-3.6	-0.3	3.6	-3.8
Cc1ccccc1Cn1c(=O)n(CCC(=O)NCc2ccc3c(c2)OCO3)c(=O)c2ccccc21	2.9	0.3	-1.0	0.3	-1.0	4.7	8.6	-1.4	-1.9	-5.4
O=C(COC(=O)c1ccco1)NCc1ccc2c(c1)OCO2	3.8	-2.1	-3.6	1.2	3.5	2.7	1.8	-2.2	4.4	5.8
O=C(NNc1cc(N2CCCC2)nc(N2CCCC2)n1)c1ccc([N+](=O)[O-])cc1	19.4	-1.0	1.0	2.1	-0.5	-8.4	9.7	9.4	12.5	10.9
CC(=O)Nc1ccc(C(=O)N2CCCCC2c2cc(C(=O)Nc3cccc4c3CCCC4)no2)cc1 (stereo unspecified)	·	-1.8	2.5	5.2	-1.9	-2.5	0.1	4.5	-6.1	-2.9
COc1ccc(S(=O)(=O)NCC2CCCN(Cc3ccc(OC)cc3F)C2)cc1 (stereo unspecified)	-1.6	-1.9	7.5	-4.3	-3.8	1.2	0.1	-4.4	3.0	-1.4
CCOC(=O)/C=c1\s/c(=C\c2c(OCC)ccc3ccccc23)c(=O)n1CC(=O)NCC1CCCO1 (stereo unspecified)	-66.7	0.3	-0.8	3.7	-0.9	-0.5	-2.1	2.3	-16.3	-15.4
CC(C)[C@H](NC(=O)OC(C)(C)C)C(=O)N/N=C/c1ccc2nccnc2c1	3.0	-3.3	-3.0	-0.5	-0.6	-0.2	7.1	-5.6	0.9	4.1
CCNC(=O)/C(C#N)=C/c1c(N2CC(C)OC(C)C2)nc2ccccn2c1=O (stereo unspecified)	4.0	-3.7	-2.3	0.9	-1.2	1.6	-4.2	-6.8	3.7	5.0
Cc1cc(C)cc(OCC(O)CN2CCN(C(=O)c3ccco3)CC2)c1 (stereo unspecified)	2.0	1.3	2.5	1.9	-0.6	1.2	7.9	-5.3	-3.4	4.5
CCOC(=O)C1(CCc2ccccc2)CCN(Cc2ccn[nH]2)CC1	-4.4	-6.4	1.8	-1.2	1.5	0.3	0.0	-9.9	0.2	-3.5
CCCn1c2ccccc2c2cc(C(=O)O)ccc21	-6.0	-3.0	-1.7	-12.7	4.1	0.4	1.4	4.3	0.9	11.6
C#Cc1ccc([C@@H]2C=C(C(=O)O)O[C@H](OCC)[C@H]2CCCO)cc1	0.9	7.4	8.1	10.3	-2.5	2.5	6.0	9.1	-11.3	-9.0
CC(=O)NC1=NN(C(C)=O)C2(CCCC2)S1	0.5	-0.6	5.3	-1.4	1.1	-2.0	6.0	-0.5	2.1	7.6
N#CCSc1nnc(-c2ccccc2O)n1Cc1ccccc1	5.2	5.3	-2.8	-0.7	-1.6	0.5	-3.7	0.7	-0.5	1.1
S=c1[nH]nc(SCc2ccccc2)c2[nH]cnc12	2.9	-2.7	-5.4	7.7	13.0	0.7	4.9	4.1	2.6	7.2
Cc1ccc(C)n1-n1cnc2sc3c(c2c1=O)CCCCC3	1.7	0.9	4.5	-4.5	1.8	-4.8	0.5	-2.0	4.2	9.6
COc1ccc(OCCN(C)CC(=O)Nc2ccccc2SC)cc1	1.7	6.5	4.8	-3.9	-1.6	1.7	5.6	-8.1	4.9	4.1
O=C(O)CN1C(=O)c2ccc(Oc3ccc([N+](=O)[O-])cc3)cc2C1=O	0.2	-0.1	7.3	-4.0	0.4	-2.9	-6.4	3.4	-3.9	-8.8
CCCC(c1nnnn1C(C)(C)C)N1CCN(C(=O)c2ccco2)CC1 (stereo unspecified)	-0.7	1.3	7.5	-3.6	-0.3	0.2	9.7	0.1	4.4	4.0

Grouped by structure: the compounds so far with an NH in an aromatic ring
compound	HTRA1 inhibitor	LEDGF integ inh	TCR CD3 inh	NPR2 activator	PRMT1 inh	MBD2 inh	TDP2 inh	rCAG binder	ABHD4 inh	SIAE inh
CCOC(=O)C1(CCc2ccccc2)CCN(Cc2ccn[nH]2)CC1	-4.4	-6.4	1.8	-1.2	1.5	0.3	0.0	-9.9	0.2	-3.5
S=c1[nH]nc(SCc2ccccc2)c2[nH]cnc12	2.9	-2.7	-5.4	7.7	13.0	0.7	4.9	4.1	2.6	7.2

Next part.
compound	HTRA1 inhibitor	LEDGF integ inh	TCR CD3 inh	NPR2 activator	PRMT1 inh	MBD2 inh	TDP2 inh	rCAG binder	ABHD4 inh	SIAE inh
NS(=O)(=O)c1ccc(NC(=O)CCC(=O)c2ccc(Cl)s2)cc1	-11.8	-5.1	2.4	-2.2	-3.5	-0.2	-7.3	6.0	0.1	-7.4
COc1ccccc1N1CCN(C(=O)CSc2nc(-c3ccco3)cc(C(F)(F)F)n2)CC1	-17.3	-3.9	-4.3	-14.1	1.4	2.4	-6.7	0.1	-0.2	0.2
CCn1c(CNC(=O)c2cc(OC)c(OC)c(OC)c2)cc2ccccc21	2.6	3.1	5.0	1.4	0.7	0.1	-15.1	-4.1	-3.4	-1.6
O=C(N/N=C/c1cc(Br)cc([N+](=O)[O-])c1O)c1ccc(NC(=O)c2ccc(F)cc2)cc1	50.8*	-1.7	58.3*	-3.0	0.7	-7.0	-3.7	43.2*	16.4	52.7*
CC(=O)c1c(C)n(CC(=O)NCc2ccc3c(c2)OCO3)c2ccccc12	-9.4	0.2	-1.0	-3.5	1.2	3.4	0.9	-0.2	3.4	-1.5
COc1ccc(CNS(=O)(=O)c2ccc(-c3ccc(=O)[nH]n3)s2)cc1OC	-2.8	-2.4	1.3	-3.7	-0.6	-2.8	-8.1	4.6	-2.2	-1.1
O=C(O)CCCC1(C(=O)O)CCCC1	3.9	3.1	13.7	3.6	2.2	0.0	-3.9	1.1	-0.5	-5.3
CSc1ccc(-c2nc(CSCC(=O)NCCCN3CCCC3=O)c(C)o2)cc1	6.4	3.2	-0.4	1.7	0.7	4.3	7.5	-6.4	6.3	4.2
CCN(CCCNC(=O)c1nn(C)c2c1CS(=O)(=O)c1ccccc1-2)Cc1ccccc1	0.0	-2.6	-12.1	-4.6	2.5	10.3	-8.3	-3.6	-7.4	5.5
C=CCOc1cccc(C2C(C(=O)c3ccco3)=C(O)C(=O)N2CCN(CC)CC)c1 (stereo unspecified)	-2.7	7.4	-3.5	0.6	3.3	-5.8	-6.5	3.6	-17.9	0.9
O=C(C1CCOCC1)N1CCC(CO)(CCc2ccccc2)CC1	-1.6	-1.1	4.3	0.4	1.9	-0.3	-0.5	-5.9	-0.5	4.1
CC(C)[C@H](NC(=O)c1cccc(S(=O)(=O)N2CCOCC2)c1)C(=O)Nc1nc2ccccc2s1	-16.0	-3.0	3.1	-6.3	5.6	8.4	-3.0	0.5	-18.6	-9.2
CC(=O)NC(C)(CC(=O)c1ccccc1)c1ccccc1 (stereo unspecified)	7.1	0.2	4.2	-1.4	6.2	1.3	-22.6	-4.2	1.9	-6.1
O=C(NCc1cccs1)C1C2C=CC3(CN(Cc4ccccc4)C(=O)C13)O2 (stereo unspecified)	·	0.8	·	-5.8	2.0	-4.2	-6.4	2.8	-5.7	-1.0
CCOc1ccccc1NC(=O)CC1SC(=N)N(c2ccccc2)C1=O (stereo unspecified)	·	4.7	-0.4	-2.9	-4.1	-0.3	-3.8	-2.5	-5.9	-1.9
O=C(/C=C/c1ccccc1[N+](=O)[O-])N1CCN(c2ccccc2F)CC1	-2.5	0.9	-3.0	2.4	0.9	-0.3	-3.3	-6.7	-2.5	-4.5
CC(=O)N1C(C)(C)CC(=NOC(=O)c2ccccc2)CC1(C)C	-5.5	0.8	2.2	7.6	-6.8	3.3	2.0	-4.5	0.1	2.1
Cc1ccc(Nc2nc(Cl)nc(N(C)C#N)n2)cc1	-7.1	-6.7	-0.8	23.7	-3.9	1.0	-8.2	12.5	-5.4	2.5

Shown with two lines to a compound: entries from further up
Values run as follows: HTRA1 inhibitor, LEDGF integ inh, TCR CD3 inh, NPR2 activator, PRMT1 inh, MBD2 inh, TDP2 inh, rCAG binder, ABHD4 inh, SIAE inh
> C=CCOc1cccc(C2C(C(=O)c3ccco3)=C(O)C(=O)N2CCN(CC)CC)c1 (stereo unspecified)
 : -2.7, 7.4, -3.5, 0.6, 3.3, -5.8, -6.5, 3.6, -17.9, 0.9
> O=C(C1CCOCC1)N1CCC(CO)(CCc2ccccc2)CC1
 : -1.6, -1.1, 4.3, 0.4, 1.9, -0.3, -0.5, -5.9, -0.5, 4.1

Assay outcomes: PubChem BioAssay, several laboratories
